Caspase-7 inhib – allosteric or competitive inhibitors of human caspase-7; P55210; recombinant caspase-7, Ac-DEVD-AFC fluorescence rate; Potency, µM (highest dose often 57.5 µM), for the others: at the highest dose activity change, negative = inhibition, hits mostly inhibitors; hit rate 0.02% among 75,000; AID 889; active means well fitted inhibition curve with a large enough effect in the main read-out, with a control signal flat, not every such curve was filed as active; inconclusive means small, poorly fitted or top-dose-only effect, or a change in a side signal; further: potency means the concentration at half of the fitted maximal effect; % of control where 0% means no effect
Fluorescein fluor – compound autofluorescence in fluorescein spectral region; hit rate 0.91% among 59,000; Compound autofluorescence, 480/540 nm, fluorescein-equivalent; active compounds read high; AID 593; max fluorescein-equivalent concentration, M; in the data active means max fluorescein-equivalent concentration above about 10 nM; inconclusive means between about 1.1 nM and that limit
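Autofluorescence profiling; 100 mM Tris, pH 8.0; incubation 15 min at RT; ex/em 480/540 nm; result as fluorescein-equivalent concentration.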
USP2a inh – inhibitors of human ubiquitin-specific protease USP2a. O75604. USP2a enzymatic assay, qHTS inhibition. Potency, µM (highest dose often 38.3 µM), inactives show top-dose activity change, negative = inhibition, actives largely listed as inhibitors. hit rate 0.1% among 60,000. AID 927;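 further: potency means the concentration at half of the fitted maximal effect; nearly all actives have a fitted effect of over 60% in size; plate controls were DMSO for no effect and NEM full inhibition control for full effect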
Target sequence (O75604 whole entry, looked up): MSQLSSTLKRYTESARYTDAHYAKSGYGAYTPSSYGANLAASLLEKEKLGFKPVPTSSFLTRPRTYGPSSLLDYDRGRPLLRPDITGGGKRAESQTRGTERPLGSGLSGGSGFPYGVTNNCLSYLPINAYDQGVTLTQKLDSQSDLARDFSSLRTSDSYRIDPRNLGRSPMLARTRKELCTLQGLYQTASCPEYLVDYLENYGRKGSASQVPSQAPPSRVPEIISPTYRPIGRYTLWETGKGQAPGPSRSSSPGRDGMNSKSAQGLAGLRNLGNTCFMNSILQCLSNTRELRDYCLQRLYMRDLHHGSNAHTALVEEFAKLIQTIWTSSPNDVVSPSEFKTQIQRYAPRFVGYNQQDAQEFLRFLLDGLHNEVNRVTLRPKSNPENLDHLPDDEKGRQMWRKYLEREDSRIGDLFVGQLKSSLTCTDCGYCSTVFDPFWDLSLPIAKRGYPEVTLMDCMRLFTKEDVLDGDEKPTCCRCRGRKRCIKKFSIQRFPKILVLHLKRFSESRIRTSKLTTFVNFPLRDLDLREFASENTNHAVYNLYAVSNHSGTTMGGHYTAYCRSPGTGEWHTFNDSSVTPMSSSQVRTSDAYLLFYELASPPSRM
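USP2 core (20nM final) preincubated 30 min RT with compound, then Ub-PLA2 20nM and NBD C6-HPC 20uM final added; buffer 20mM Tris-HCl pH 8.0, 2mM CaCl2. Fluorescence Ex 460/Em 535 read at 0 and 2.5 h; normalized to NEM.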
Texas Red fluor – compounds fluorescent in Texas Red spectral region; Compound fluorescence, Texas Red channel, 547/618 nm; active compounds read high; max dye-equivalent concentration, M; hit rate 0.06% among 59,000; AID 587; in the data active means max dye-equivalent concentration above about 10 nM; inconclusive means between about 1.1 nM and that limit
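Spectral interference profiling: each compound concentration's relative fluorescence, read with a 547 nm excitation and 618 nm emission filter pair, was normalized to a per-plate Texas Red standard curve.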
FLuc inh – firefly luciferase inhibition. P08659. purified firefly luciferase, luminescence, 8 min. Potency, µM (series often up to 57.1 µM), for the others: at the highest dose activity change, negative = inhibition, usual class: inhibitors. hit rate 2.2% among 72,000; further: potency means the concentration at half of the fitted maximal effect; on the % scale 0 is the no-effect control and ±100 the full control effect; nearly all actives have a fitted effect of over 40% in size
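Inhibition of light generation by firefly luciferase from ATP and luciferin was profiled with concentration-response curves per sample, ATP held at 10 uM within the enzyme's linear range. Plates were read by luminescence after an 8-minute ambient incubation.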
Rhodamine autofl – compound autofluorescence in rhodamine spectral region; Rhodamine-region fluorescence, 547/598 nm, Tris buffer; active compounds read high; max dye-equivalent concentration, M; hit rate 0.05% among 59,000; AID 594; in the data active means max dye-equivalent concentration above about 11 nM; inconclusive means between about 1.1 nM and that limit
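A six-point rhodamine series on each plate calibrates the signal. Compounds sit in 100 mM Tris (pH 8.0) for 15 min at ambient temperature before imaging through 547 nm/598 nm filters.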
Tau fil binding – binders of human tau filaments; recombinant tau filaments, thioflavin S fluorescence, 15 h; filaments grown with octadecylsulfate alongside compound; Potency, µM (titrated, usually from 57.1 µM), for inactives: at the highest dose activity change, negative = inhibition; hit rate 2% among 71,000; AID 596;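 further: potency means the concentration at half of the fitted maximal effect; on the % scale 0 is the no-effect control and ±100 the full control effect; actives lower thioflavin S fluorescence by blocking filaments or displacing dye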
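Thioflavine S fluorescence (ex 450, em 510 nm) reports filaments formed from 1 uM human tau plus 30 uM ODS over 15 h at 37 C (10 mM HEPES pH 7.4, 100 mM NaCl, 5 mM DTT); compounds displacing dye or blocking filaments lower signal.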
HADH2 inhib – HADH2 (human) dehydrogenase inhibition | Q99714 | AID 886 | Potency, µM (series often up to 57.1 µM), for inactives: top-dose activity change, negative = inhibition, usual class: inhibitors | recombinant HADH2, NADH fluorescence, beta-hydroxybutyryl-CoA | hit rate 3.4% among 73,000; further: potency means the concentration at half of the fitted maximal effect; on the % scale 0 is the no-effect control and ±100 the full control effect; nearly all actives have a fitted effect of over 60% in size; many of its hits are not listed in these tables
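NADH fluorescence (ex 360/em 450 nm) read every 30 s for 4 min; activity taken as last-minus-first time point difference. Enzyme 20 nM, NAD+ 1 mM, beta-hydroxybutyryl-CoA 90 uM, pH 9.0 Tris buffer.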
Casp1 inh – allosteric or competitive inhibitors of human caspase-1 | Caspase-1 enzyme, Ac-WEHD-AFC fluorogenic rate | Potency, µM (top dose mostly 57.5 µM), for inactives: at the top dose activity change, negative = inhibition, hits mostly inhibitors | hit rate 0.03% among 75,000 | AID 900;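 further: potency means the concentration at half of the fitted maximal effect; plate controls were vehicle for no effect and no substrate for full effect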
Target sequence (P29466 120-297 limits assumed): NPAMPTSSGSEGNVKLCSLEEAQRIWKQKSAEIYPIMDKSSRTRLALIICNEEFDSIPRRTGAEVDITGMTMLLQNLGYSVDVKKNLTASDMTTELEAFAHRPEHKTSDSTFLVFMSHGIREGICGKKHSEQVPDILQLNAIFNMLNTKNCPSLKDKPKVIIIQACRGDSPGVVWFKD
Target sequence (P29466 317-404 limits assumed): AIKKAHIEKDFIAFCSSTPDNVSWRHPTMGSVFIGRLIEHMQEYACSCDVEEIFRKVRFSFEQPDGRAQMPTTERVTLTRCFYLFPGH
HEK293 cAMP cs – parental HEK293 cAMP activation (counter-screen); Potency, µM (series often up to 57.1 µM), inactives show top-dose activation, hits mostly activators; parental HEK293 CNG cAMP sensor, membrane potential fluorescence; AID 938; hit rate 2.5% among 73,000; further: potency means the concentration at half of the fitted maximal effect; % of control where 0% means no effect; nearly all actives have a fitted effect of over 55% in size
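Parental HEK 293 cells stably expressing a cAMP-gated CNG channel were loaded with membrane potential dye containing 100 uM RO 20-1724 for 60 min. Compound added for 30 min; depolarization read as fluorescence intensity at 590 nm.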
ERK AVP block – blocks ERK signaling stimulated by vasopressin. HEK293-V1b, vasopressin-stimulated pERK AlphaScreen. Potency, µM (series often up to 57.5 µM), for the others: at the top dose activity, negative = inhibition, usual class: inhibitors. hit rate 0.99% among 72,000; further: potency means the concentration at half of the fitted maximal effect; on the % scale 0 is the no-effect control and ±100 the full control effect; nearly all actives have a fitted effect of over 55% in size
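HEK293 cells stably expressing V1b receptor, seeded overnight in 1% FBS, were treated with compounds for 30 min at 37C, then stimulated 5 min with 25 nM vasopressin; phospho-ERK read by AlphaScreen SureFire after lysis.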
Numbers without * were called inactive; i = inactive; ? = inconclusive; nt = not tested or not shown; & = joins results of further samples; [ ] = remark or other dose. Unless noted, the call rests on the fitted dose curve; in most records, active means well fitted curve in the direction sought with a large enough effect; inconclusive means small, poorly fitted or top-dose-only effect, or another doubt; inactive means no such curve, though single readings can be large; an effect the other way counts as inactive or inconclusive. This is a subset, so the mix of outcomes need not match the whole.

SMILES	Caspase-7 inhib	Fluorescein fluor	USP2a inh	Texas Red fluor	FLuc inh	Rhodamine autofl	Tau fil binding	HADH2 inhib	Casp1 inh	HEK293 cAMP cs	ERK AVP block
CC(CNCc1ccc2c(c1)OCO2)NCc1ccc2c(c1)OCO2 (configuration not stated)	-3.2%	nt	nt	nt	1.9%	nt	-8.6%	-1.9%	4.0%	?	-10.8%
COc1ccc(-c2nnc(SCC(=O)NCc3ccco3)n2C)cc1	1.1%	?	-0.7%	i	2.0%	i	4.5%	-1.2%	-0.2%	-12.7%	-2.7%
c1ccc2c(c1)nc(NCC1CCCO1)c1nnnn12 (configuration not stated)	-12.1%	nt	nt	nt	-6.3%	nt	64.3%	?	-10.3%	7.5%	-25.3%
O=C(C[C@@H](c1ccccc1)N1CCCCC1)c1ccccc1	2.0%[11.5 µM]	?	nt	i	-20.7%[11.4 µM]	i	-1.5%[11.4 µM]	-4.9%[11.4 µM]	0.0%[11.5 µM]	12.0%[11.4 µM]	30.7%[activator][11.5 µM]
COc1ccc(C(=O)CSc2nnc(CNc3ccc(C)cc3C)o2)cc1	0.7%	i	24.7%	?	-0.6%	i	18.2%	7.5%	-0.5%	?	2.8%
COC(=O)[C@@]1(Cc2ccc(F)cc2)[C@H]2c3cc(C(=O)N4CCCC4)n(CCCNc4ncc(C(F)(F)F)cc4Cl)c3C[C@H]2CN1C(=O)c1ccccc1	-2.2%	nt	nt	nt	nt	nt	-2.4%	4.4%	-1.3%	?	-7.6%
COc1ccc(OC)c2sc(NC(=O)C(C)C)nc12	-3.2%	nt	nt	nt	2.1%	nt	-16.6%	-2.7%	-9.1%	8.2%	nt
COC(=O)c1oc2ccc(OC)cc2c1N	2.6%	i	nt	?	?	i	-4.5%	31.6µM*	-14.3%	-4.3%	-4.0%
CCOC(=O)C1C(=O)C=C(C)C(C(=O)OCC)C1c1ccc(OC)cc1 (configuration not stated)	-0.4%	i	-2.4%	i	0.5%	i	-5.5%	13.4%	0.7%	?	17.4%
CS(=O)(=O)Nc1cccc(-c2nc(Nc3ccc(F)cc3)c3ccccc3n2)c1	-1.6%	i	?	i	0.2%[2.29 µM]	i	-10.1%	?	-4.4%	19.4%	?
O=c1[nH]c2cc(Cl)c(Cl)cc2[nH]c1=O	-3.1%&-1.0%	?	25.0%&16.4%	?	-13.0%	i	-12.4%	-25.7%	1.4%&3.5%	-4.0%	11.0%&-1.0%
COC(=O)CCNc1ccc2c(c1)OCCO2	-1.4%	i	3.7%	i	-13.7%	i	1.2%	-9.8%	-2.1%	4.6%	15.2%
NC(=O)C1(N2CCCCC2)CCN(Cc2nc3ccccc3c(=O)[nH]2)CC1	-2.0%	i	-3.1%	?	0.0%	i	-4.7%	1.1%	2.6%	4.8%	-12.2%
CC1Cc2ccccc2N1S(=O)(=O)c1cccc2nsnc12 (configuration not stated)	-3.3%	?	6.7%	i	0.0%	i	25.1µM*	-3.5%	-2.7%	?	15.8µM*
COc1cccc(Cn2c(=O)c(-c3cccc(Cl)c3)nc3cncnc32)c1	-10.5%	i	38.2%[activator]	i	-0.1%[11.4 µM]	i	20µM*	0.7%	-9.2%	-7.7%	-23.5%
CC(=O)Oc1ccc(NC(=O)CSc2ccccc2)cc1	-1.9%	i	-2.7%	i	-3.7%	i	-4.5%	?	0.5%	?	-22.0%
O=S1(=O)C=C(Sc2nc3ccccc3s2)c2ccccc21	-5.1%	?	33.1%[activator]	i	12.6µM*	i	-13.2%	?	-2.9%	11.2%	12.6µM*
CC(C)CCn1c(Br)nc2c1c(=O)n(CC(N)=O)c(=O)n2C	-2.0%	i	-4.0%	?	1.5%	i	13.1%	1.5%	2.1%	-21.3%	-3.6%
Cn1cnnc1SCNC(=O)C(F)(F)F	-0.7%	?	2.0%	i	4.3%	i	2.9%	2.2%	1.8%	19.3%	-14.5%
CN(C)C(=O)c1ccc(-c2nccc(-n3ccnc3)n2)cc1	0.2%	i	-6.8%	i	1.7%[2.29 µM]	i	0.7%	?	1.6%	-3.5%	?
CCOc1ccccc1NC(=O)CCn1c(=O)oc2ccccc21	1.6%	i	4.4%	i	-2.2%	i	4.8%	1.0%	-1.1%	9.8%	8.2%
O=C(CCCn1c(=O)[nH]c2ccsc2c1=O)N1CCN(c2ccccn2)CC1	-1.7%	i	0.9%	?	-2.7%	i	-6.1%	-0.2%	-0.3%	7.8%	-18.6%
CCOC(=O)N1CCN(C(=O)c2cnn3c(C(F)F)cc(-c4ccc(C)cc4)nc23)CC1	-3.8%	i	41.5%[activator]	i	-0.9%	i	-26.1%	-10.4%	2.4%	?	3.7%
N#CCCN1CCN(C(=S)c2ccc(-c3cccc(Cl)c3)o2)CC1	-2.5%	nt	24.7%	nt	-16.8%	nt	3.98µM*	?	-1.9%	21.5%	?
CCc1ccccc1N(CC(=O)NCCSCc1ccco1)S(C)(=O)=O	-0.6%	nt	3.2%[7.66 µM]	nt	2.5%	nt	3.5%[11.4 µM]	-19.6%[11.4 µM]	-7.5%	6.6%[11.4 µM]	-6.8%
O=C(OCn1nnc2ccccc2c1=O)C1CCCCC1	5.6%	i	-1.6%	?	-0.2%	i	-4.1%	2.2%	3.0%	3.2%	30.4%[activator]
N#Cc1cccc2cnccc12	1.5%	?	-8.9%	i	1.9%	i	-10.8%	-6.7%	-1.3%	-2.2%	-20.6%
COc1cccc(-c2nn3c(-c4cccc(C)c4)nnc3s2)c1	-3.1%	i	?	i	-2.3%	i	253.1%	?	-3.1%	?	0.4%
Cc1ccc2c(CC(=O)NCc3ccco3)coc2c1C	0.6%	?	10.2%	i	0.4%	i	1.2%	-22.4%	1.6%	22.7%	-28.7%
Cc1ccc(Nc2nc(CSc3nnc(-c4cccs4)o3)cs2)cc1	-4.7%	i	6.4%	i	?	i	29.6%	4.4%	-2.9%	19.7%	-22.2%
COC(=O)\C(C(C)=O)=C(/C=C/C=C/N(C)C)N(C)C	-11.8%	?	4.4%	i	6.9%	i	22.2%	-15.4%	-13.1%	9.6%	9.8%
Cc1cc(-c2ccccc2)c(C#N)c(N)n1	-16.4%	nt	-1.2%	nt	-0.1%	nt	22.6%	i	?	5.0%	-16.2%
CC(=O)c1cccc(NC(=O)Nc2cnn(Cc3ccc(F)cc3)c2)c1	-0.7%	i	12.1%	i	-5.1%	i	5.4%	1.9%	-0.7%	-10.8%	?
Cn1c(=O)c2c(SCC(=O)NCc3ccco3)nc(CC(C)(C)C)nc2n(C)c1=O	1.0%	nt	nt	nt	1.2%	nt	53.1%	-3.8%	-0.9%	?	nt
COc1ccc(CNC(=O)c2cc(-c3ccc(OC)c(OC)c3)on2)cc1	0.0%	i	18.7%	i	-0.2%	i	1.8%	9.9%	1.6%	9.1%	-9.5%
O=C(Oc1ccccc1)N1CCC2(CCCN(c3ccccc3)C2)CC1	-3.2%	i	32.3%[activator]	i	-2.7%[11.4 µM]	i	-4.6%	-2.6%	-3.8%	?	-9.4%
COc1ccc(OC)c(C(c2nnnn2Cc2ccccc2)N2CCN(C)CC2)c1 (configuration not stated)	0.1%	?	2.6%	?	3.2%	i	-0.3%	-3.6%	-0.1%	?	-3.3%
CCCC(=O)Nc1ccc2oc(-c3cccnc3)nc2c1	-3.6%	i	6.1%	?	-13.6%	i	-7.3%	61.6%[activator]	-1.9%	-0.8%	-8.2%
COC(=O)c1ccc(/C=N/n2cnnc2)cc1	0.2%	nt	-2.0%	nt	1.3%	nt	-0.2%	9.9%	0.2%	6.6%	-1.0%
Cn1c(SCC(=O)NCc2ccco2)nnc1-c1cccs1	0.4%	?	3.3%	i	-0.7%	i	8.4%	-28.7%	-0.8%	-3.5%	-9.5%
O=C(c1ccco1)N1CCC(c2ccccc2)C1 (configuration not stated)	-0.5%	nt	nt	nt	-11.8%	nt	-0.5%	-5.1%	-1.1%	3.4%	-15.9%
O=C(NCc1ccncc1)c1ccc(Br)cc1	-2.7%	nt	1.9%[7.66 µM]	nt	0.0%	nt	3.9%[11.4 µM]	9.5%[11.4 µM]	-3.7%	0.5%[11.4 µM]	-2.4%
O=c1n(Cc2ccc(Cl)cc2)c2sc3c(c2c2ncnn12)CCCC3	-13.3%	i	39.8%[activator]	i	-0.5%	i	100.9%	9.9%	-7.6%	?	-18.5%
O=S(=O)(c1ccc2nc(Cc3cccc(C(F)(F)F)c3)[nH]c2c1)N1CCOCC1	-0.8%	i	23.6%	?	-1.1%	i	14.7%	6.2%	3.0%	-9.0%	13.5%
O=C(Nc1cccc(C(F)(F)F)c1)c1ccco1	-3.3%	?	37.9%[activator]	i	2.8%	i	3.7%	-4.2%	0.2%	?	0.0%

Source: PubChem BioAssay
